Screens (PubChem)
HIF act: HIF pathway transcriptional activation; U2OS HRE-luciferase reporter, luminescence; normalized: DMSO 0%, desferrioxamine 100%; activation, % at 7.5 µM (by protocol); hit rate 0.32% among 300,000; AID 1910;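 active = mean activation of at least 10% of the iron chelator positive control signal, with at least half of replicates also reaching 10%; inconclusive = mean and replicate majority disagree about reaching 10%; inactive = mean and most replicates under 10%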
KLF5 inh: suppresses KLF5 promoter-driven expression; DLD-1 KLF5 promoter-luciferase reporter, luminescence; inhibition, % at 5 µM; hit rate 0.23% among 290,000; AID 1700;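 active = inhibition above a per-plate limit of that plate's mean compound inhibition plus 3 SD, cut at about 60% in these data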;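 also: 0% = DMSO wells and 100% = LY294002 at 200 µM; higher means less KLF5 promoter-driven luciferase light; inactives centre near -14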
Platelet DG rel: modulates dense granule release in human platelets; inhibition, %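 (compounds screened at 7.5 µM in platelet-rich plasma)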; AID 1663; hit rate 0.22% among 300,000; human platelet-rich plasma, SFLLRN dense granule ATP release, luminescence;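 active = mean replicate score, as percent of positive control, at or above 50; inconclusive = mean below 50 but at least one replicate at or above 50; inactive = mean and every replicate below 50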
HSF1 inhib: HSF1 inhibition. NIH3T3-HGL HSE-luciferase, MG132-induced, luminescence 8 h; stronger effect = lower value. activity change, negative = inhibition, % at 7.5 µM (by protocol). hit rate 0.77% among 300,000;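 active = more than half of replicate wells show activity change below -50%, luminescence cut by over half; inconclusive = some wells, but at most half, below -50%; inactive = no replicate well below -50%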;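 also: luciferase reports HSF-1 transcriptional activity via heat shock element; 0% = median of DMSO wells and -100% = zero luminescence signal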
AI-2 QS modul: Vibrio harveyi AI-2 quorum sensing modulation | hit rate 0.4% among 300,000 | activity change, % at 7.5 µM | Vibrio harveyi JMH597 AI-2 luminescence/OD600 ratio, 9 h; stronger effect = lower value; strain lacks LuxN and CqsS sensors; 0 = neutral-control median; in the data active = activity change below about -75%, passing the limit was not always enough; inconclusive = no clear call, values can overlap the other calls;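 also: luminescence divided by OD600 gain over 9 h not by final OD600 alone; inactives centre near 13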
aSyn 5UTR inh: MLPCN primary screen, SNCA 5' untranslated region | inhibition, % (tested at 7.5 µM) | alpha-synuclein 5'UTR reporter, inhibitor activity | AID 1813 | hit rate 0.82% among 300,000; in the data active = inhibition above about 60%; inconclusive = no clear call, values can overlap the other calls;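 also: H4 neuroglioblastoma cells stably carrying SNCA 5'UTR luciferase fusion; 0% = DMSO wells and 100% = positive control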
HDAC3 inh: human HDAC3 inhibition. O15379. recombinant HDAC3, fluorogenic peptide/trypsin coupled, fluorescence. inhibition, % at 8.3 µM. hit rate 0.15% among 320,000. AID 2718; in the data active = inhibition above about 26%, passing the limit was not always enough; inconclusive = no clear call, values can overlap the other calls
Target sequence (O15379 whole entry, looked up): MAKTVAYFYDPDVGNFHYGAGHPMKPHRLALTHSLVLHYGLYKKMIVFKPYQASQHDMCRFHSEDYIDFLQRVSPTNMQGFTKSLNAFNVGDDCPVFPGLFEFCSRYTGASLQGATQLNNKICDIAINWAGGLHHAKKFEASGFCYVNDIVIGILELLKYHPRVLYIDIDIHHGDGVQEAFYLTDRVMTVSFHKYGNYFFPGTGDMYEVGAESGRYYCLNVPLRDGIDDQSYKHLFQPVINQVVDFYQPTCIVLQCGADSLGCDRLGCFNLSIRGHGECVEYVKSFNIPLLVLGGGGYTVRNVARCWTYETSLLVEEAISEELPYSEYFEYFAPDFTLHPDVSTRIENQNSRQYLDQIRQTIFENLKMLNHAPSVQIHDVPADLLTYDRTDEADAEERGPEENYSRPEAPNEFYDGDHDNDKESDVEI
HSF-1 act: increases HSF-1 driven luciferase reporter signal; NIH3T3-HGL HSF-1 luciferase reporter, MG132, 8 h; 100% = twice DMSO control signal; activation, % at 9 µM; hit rate 1.7% among 300,000; AID 504408;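 active = mean replicate activation of at least 50% with a set share of replicates each reaching 50%; inconclusive = only one of those two conditions met; inactive = mean below 50% and too few replicates reaching it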;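 also: 0% = median of the neutral control wells and 100% = twice that signal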
HSP90 inh: blocks HSP90-mediated luciferase refolding in reticulocyte lysate. hit rate 0.91% among 290,000. Rabbit reticulocyte lysate, luciferase refolding luminescence, 3 h. inhibition, % at 5.6 µM;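 active = inhibition above the screen-wide mean plus 3 SD, computed separately per campaign, cut at about 16% in these data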;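 also: 0% = DMSO wells and 100% = 60 µM geldanamycin wells; inhibitors lower the luminescence because luciferase stays unfolded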
IEC-6 tox: counter-screen for KLF5 inhibitors: cytotoxicity in IEC-6 cells; hit rate 0.78% among 290,000; inhibition, % at 5 µM; IEC-6 cytotoxicity, luminescence viability; in the data active = inhibition above about 22%;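 also: 0% = plate median of test compound wells and 100% = cytotoxic reference compound wells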
Numbers without * were called inactive; ? = inconclusive; · = no result given.

SMILES	HIF act	KLF5 inh	Platelet DG rel	HSF1 inhib	AI-2 QS modul	aSyn 5UTR inh	HDAC3 inh	HSF-1 act	HSP90 inh	IEC-6 tox
COC(=O)c1nc2n(n1)C(c1ccc(OC)c(OC)c1OC)C1=C(CCCC1=O)N2 (stereo not drawn)	-0.4	-0.4	-10.8	-7.6	10.3	1.7	7.3	11.3	5.3	-0.4
CC1=CC(=O)CC(C)(C)C1(O)/C=C/C(C)=C/C(=O)O (stereo not drawn)	0.1	-12.6	4.4	-9.3	9.5	-15.5	2.4	-2.9	0.8	-4.8
CCCNC(=O)C1CCN(S(=O)(=O)c2ccc(-c3nn[nH]n3)cc2)CC1	0.0	-12.3	-4.2	·	20.6	22.3	0.8	·	-3.6	-0.7
COc1ccc(Cc2nnc(SCC(=O)Nc3ccc(N4CCOCC4)cc3)o2)cc1	0.3	11.0	-2.8	12.5	18.4	1.6	-2.5	61.1*	-3.1	2.8
CC1(C)CC(=O)C2=C(C1)OC(N)=C(C#N)C2c1cccs1 (stereo not drawn)	-0.1	-17.5	-2.0	-1.5	15.1	-21.4	-3.4	-6.1	-0.8	-2.5
COCCC(=O)N1CCC(Oc2ccc(C(=O)NC3CCCCC3)cc2)CC1	-0.2	-43.0	9.5	0.0	12.9	10.1	-4.8	6.1	-1.4	-6.4
Cc1ccc2c3c1C1(C(=O)N3C(C)(C)CC2C)C(C#N)=C(N)Oc2cc(O)ccc21 (stereo not drawn)	-0.6	-18.5	3.6	7.1	10.0	13.8	8.4	-12.1	-1.3	-6.7
O=C(O)CCC(C(=O)O)n1c(O)c(C2=c3ccccc3=NC2=O)sc1=S (stereo not drawn)	-0.1	14.1	4.5	-7.0	9.9	-7.8	3.7	1.8	1.1	-2.9
CC1(C)CC2(CCCN3C(=O)CSC32)CCS1 (stereo not drawn)	-0.4	-33.3	-2.3	-4.0	25.3	-4.6	9.7	-7.6	-3.1	-2.1
O=C(COC(=O)c1ccc(Cl)c(Cl)c1)Nc1cccnc1Cl	0.1	-4.3	-20.5	-0.8	19.9	3.7	1.8	-11.4	3.4	5.7
Cc1cccc(N2CC(c3nc4ccccc4[nH]3)CC2=O)c1 (stereo not drawn)	-0.4	-11.2	-1.5	1.0	22.6	1.5	-0.9	1.7	-0.6	-0.9
O=C(N/N=C/c1ccccc1O)c1cc[n+]([O-])cc1	-0.3	0.7	4.5	-5.3	40.4	21.8	1.7	6.5	-4.3	-3.0
COc1ccc(-c2noc(CN(C)CCC3CCCCO3)n2)cc1 (stereo not drawn)	0.2	6.1	-0.9	-1.7	14.0	-1.1	1.4	0.8	3.7	-0.3
COc1ccc(OC)c(NC(=O)Cn2nc(C)c3ccccc3c2=O)c1	-0.4	-13.5	2.1	-8.7	·	12.5	-3.9	-4.1	1.8	-2.3
COC(=O)C(NC(=O)CCC(=O)N[C@@H](C(=O)OC)c1ccccc1)c1ccccc1 (stereo partly drawn)	-0.1	-31.8	7.7	-8.9	8.1	-14.1	9.4	12.1	-6.0	2.5
Nc1nnc(SCc2c(F)cccc2Cl)s1	0.6	-18.8	9.9	45.3	11.8	-12.6	3.7	77.3*	-1.6	-5.0
Cc1cc2c(s1)CCCCC(=O)N2	-0.1	-6.5	-12.6	0.5	15.2	-1.0	-3.4	-8.6	-1.9	1.8
COC(=O)C1=CO[C@@H](OC2OC(CO)C(O)C(O)C2O)[C@@H]2C(CO)=CC[C@H]12 (stereo partly drawn)	1.9	-37.5	-1.2	-0.7	18.5	-0.4	4.1	-4.2	-3.1	-0.3
CCOC(=O)C1CCCN(C(=O)c2cc(-c3ccccc3)nc3ccccc23)C1 (stereo not drawn)	0.0	-13.0	1.3	0.3	17.0	-7.4	4.5	-0.2	3.7	5.8
CCCCn1c(=N)n(CC(=O)C(C)(C)C)c2ccccc21	2.3	-8.8	-34.3	-7.1	19.9	7.3	14.4	1.2	-1.2	-3.1
COc1cc(NC(=O)c2ccc(C)cc2)ccc1NC(=O)c1cc2ccccc2o1	-10.6	-3.1	2.9	0.3	4.9	-7.1	-1.3	-0.8	-0.7	-0.6
Cc1ccc(OCC(=O)Nc2ccc3c(c2)OC(F)(F)O3)c([N+](=O)[O-])n1	0.2	-16.7	-2.0	-4.5	22.1	13.7	-2.7	-12.2	-4.7	11.9
CCOC(=O)c1sc(NC(=O)c2ccco2)nc1-c1ccccc1	-0.2	-36.8	-20.4	-1.5	9.8	12.4	1.2	9.4	-2.1	-1.1
COc1ccccc1NC(=O)CCSc1nnc(-c2ccc(O)cc2)o1	0.4	-5.7	-4.0	4.4	6.9	-15.9	0.0	11.6	1.4	3.0
Nc1cc(=O)[nH]c(=S)n1-c1ccccc1	0.1	13.4	2.4	4.2	8.6	8.2	1.1	0.5	4.2	1.7
COc1ccc(Cl)cc1C(=O)NC1=NCCS1	-7.9	-40.3	-0.4	1.6	13.2	-38.8	-0.7	2.2	-1.0	-0.4
Nc1nc(CN2CCc3ccccc3C2)nc(Nc2ccccc2)n1	-16.5	-15.9	-1.1	-6.7	30.1	4.5	-2.2	2.3	1.3	0.9
CN1CCN(c2ccc(C(=O)NC3CCCCC3)cc2[N+](=O)[O-])CC1	1.2	-26.1	6.1	-3.1	-10.9	-9.8	2.2	-0.9	3.7	-1.9
CCCn1c2c(c(O)c(C(=O)Nc3nc(C)cs3)c1=O)CCCC2	-0.1	-11.2	-0.2	3.3	-1.4	-39.5	·	-1.8	0.3	2.2
COCCCN1C(=O)c2ccc(C(=O)OCC(=O)N3CCN(c4ccccc4)CC3)cc2C1=O	-0.4	·	15.7	-0.3	28.9	16.5	1.5	-2.9	·	·
CC(NC(=O)c1ccc(N(C)C)cc1)C(c1cccs1)N1CCN(C)CC1 (stereo not drawn)	0.1	-65.8	-5.8	·	21.8	-4.3	1.6	·	6.0	2.7
O=C(CC12CC3CC(CC(Br)(C3)C1)C2)Nc1nncs1	-0.8	-31.1	4.8	6.1	27.1	10.3	0.1	8.9	-6.7	-2.1
CCCCN(C(=O)/C=C/c1ccc(OC)cc1)C1CCS(=O)(=O)C1 (stereo not drawn)	-60.0	·	-7.2	4.2	5.1	13.9	5.1	19.4	·	·
CC(=O)c1ccc(OC(=O)CCN2c3ccccc3Sc3ccccc32)cc1	0.0	-33.8	-2.4	4.0	2.2	-0.3	4.0	5.0	-3.3	-9.1
COc1cc(C(=O)OC(C)CN2C(C)CCCC2C)cc(OC)c1OC (stereo not drawn)	-0.6	-47.3	1.3	5.4	20.4	-0.2	-4.1	26.8	-0.7	1.0
CN(C(=O)COC(=O)c1ccc([N+](=O)[O-])cc1N)c1ccccc1	-1.0	-9.1	23.0	1.0	-9.4	-23.8	-1.4	3.8	-0.6	2.6
O=C(CCc1ccccc1)c1ccc2c(c1)OCCCO2	2.2	-141.1	6.5	27.0	6.8	-190.0	-4.5	?	-3.8	2.7
Cc1csc(NC(=O)CSC2=NS(=O)(=O)c3ccccc3N2)n1	2.5	·	-1.1	-5.3	20.1	0.0	2.6	-7.1	·	·
Cc1ccc(C(=O)CCC(=O)N2CCN(c3ccc(F)cc3)CC2)cc1	0.4	-32.5	-1.7	-2.5	25.8	-13.2	3.5	1.8	-1.7	0.7
Cc1c2ccccc2nc2ccccc12	0.1	·	-1.3	-13.0	24.2	-7.3	-14.9	-9.8	·	·

Rewritten with two lines to a compound: entries from further up.
The line under a structure holds: HIF act | KLF5 inh | Platelet DG rel | HSF1 inhib | AI-2 QS modul | aSyn 5UTR inh | HDAC3 inh | HSF-1 act | HSP90 inh | IEC-6 tox
COc1cc(C(=O)OC(C)CN2C(C)CCCC2C)cc(OC)c1OC (stereo not drawn)
  -0.6 | -47.3 | 1.3 | 5.4 | 20.4 | -0.2 | -4.1 | 26.8 | -0.7 | 1.0
CN(C(=O)COC(=O)c1ccc([N+](=O)[O-])cc1N)c1ccccc1
  -1.0 | -9.1 | 23.0 | 1.0 | -9.4 | -23.8 | -1.4 | 3.8 | -0.6 | 2.6

Remaining list, next part
SMILES	HIF act	KLF5 inh	Platelet DG rel	HSF1 inhib	AI-2 QS modul	aSyn 5UTR inh	HDAC3 inh	HSF-1 act	HSP90 inh	IEC-6 tox
CCn1c(CNC(=O)c2cccs2)nnc1SCC(=O)Nc1ccc(Cl)cc1	-0.6	23.4	2.4	-2.9	28.3	-5.0	7.1	9.4	-2.5	3.7
c1ccc(-c2noc(-c3ccccc3-c3ccccc3)n2)cc1	-1.2	-10.1	-1.8	0.8	14.3	-7.0	8.3	-15.8	0.3	4.1
COc1ccccc1NC(=O)COc1cc(Br)c(CNCCCN2CCOCC2)cc1OC	0.3	2.6	4.6	1.4	21.3	-47.7	-0.1	1.3	1.0	2.3
Cc1ccc(C(=O)NS(=O)(=O)c2ccccc2)cc1	0.0	-3.3	-0.8	6.5	22.0	13.0	2.6	30.1	-2.4	-4.3
CC(=O)NC1=NN(C(C)=O)C(C)(c2ccc(Br)cc2)S1 (stereo not drawn)	-0.1	5.7	4.2	-0.3	14.1	5.5	-0.7	-12.3	-1.6	4.3
CC(C)(C)NC(=O)CN(C(=O)c1snc(C(=O)NC2CCCCC2)c1N)c1ccccc1F	-0.2	16.9	4.8	-5.7	13.3	4.8	2.7	0.2	-2.4	1.7
O=C(COc1cccc2cccnc12)N/N=C1\SCC(=O)N1Cc1ccco1	0.0	-9.9	8.1	-0.8	22.3	7.8	2.2	0.2	3.6	1.2
Cc1[nH]c2ccccc2c1C(O)c1ccncc1 (stereo not drawn)	-0.2	9.1	-2.2	13.1	19.5	14.9	2.5	13.6	-2.5	1.3
CCCCn1nnnc1NCc1cccs1	0.2	-26.6	-2.5	-2.0	21.6	12.1	-6.9	1.5	-2.4	1.4
Cc1cc(C)cc(C(=O)NC(CC(N)=O)c2ccc(NC3CCCC3)c([N+](=O)[O-])c2)c1 (stereo not drawn)	-0.4	-9.5	3.8	10.0	11.3	-7.7	-4.9	27.9	-4.0	4.4
COCCNC(=O)c1cc2cc3ccc(OC)cc3nc2o1	0.8	-49.0	6.5	2.0	6.9	-50.4	-92.1	19.6	1.8	3.4
O=C(O)C1CC=CCC1C(=O)NCCc1csc(-c2ccccc2)n1 (stereo not drawn)	0.5	-56.7	8.8	1.9	18.0	-23.6	-7.0	-6.8	-4.8	-0.9
CCC(C)NC(=O)c1ccc(N2CC3CC(C2)c2cccc(=O)n2C3)c(NC(=O)c2ccc(Br)o2)c1 (stereo not drawn)	-0.5	1.5	-11.1	-8.5	25.7	14.2	-3.8	-6.5	-2.8	0.2
Cn1c(C(=O)NCCCN2CCc3ccccc3C2)cc2c(=O)n(C)c3ccccc3c21	-0.4	-34.6	1.2	-1.4	-12.6	-10.0	-5.9	-6.2	2.5	5.0
O=C(Nc1ccc(Cl)cc1)N(Cc1nnc2n1CCCCC2)c1ccccc1	0.4	-21.8	10.1	-1.8	19.2	-3.4	-5.5	14.6	0.2	-2.1
Cc1cccc(OC(=O)c2ccc3nccnc3c2)c1	0.6	-40.5	0.9	2.8	-48.0	-7.8	3.5	29.2	0.5	-3.5
CCOC(=O)C1=C(C)Nc2nc(SC)nn2C1c1ccc(C(=O)OC)cc1 (stereo not drawn)	-0.6	-10.0	-1.8	15.3	13.3	5.7	1.4	44.4	-0.3	-1.5

Compounds as they come; 5% or so of the library scored in one or more.
